AMA1 RON2 block: qHTS for Inhibitors of AMA1-RON; Towards Development of Antimalarial Drug Lead: Primary Screen; AlphaScreen AMA1-biotinylated RON2 peptide binding; Potency, µM (doses to about 58.2 µM), without a hit: top-dose activity change, negative = inhibition, most hits filed as inhibitors; AID 720542, 2013; 360,000 compounds, 0.2% hits;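 further: potency means the concentration at half of the fitted maximal effect; 0% = vehicle wells and -100% = peptide control; nearly all actives have a fitted effect of over 45% in size; some results filed as inactive show a strong effect at the top dose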
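AMA1 (3D7) with his tag at 25 nM final met compounds first, then biotinylated RON2 peptide at 25 nM; detection used donor plus acceptor beads, 10 µg/mL apiece, read by AlphaScreen after 30 min at room temperature.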
HCMV antiviral: qHTS Assay for inhibitors of the human cytomegalovirus (HCMV) | 410,000 compounds, 4.5% hits | HFF cells, HCMV-luciferase reporter, 72 h; stronger effect = lower value | AID 1259415, 2018 | activity change, negative = inhibition, % at 57.5 µM; in the data active means activity change below about -60%; inconclusive means no clear call, values can overlap the other calls; inactive means above about -39%
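Steps: HFFs plated, 16 h 37C; compounds added; HCMV-luciferase added to MOI 1 PFU/cell; 72 h 37C; OneGlo reagent, 5 min room temperature; luminescence read, normalized to controls.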
Tb PYK inh: qHTS of Trypanosoma Brucei Inhibitors. Potency, µM (highest dose often 76.8 µM), for inactives: at the highest dose activity, negative = inhibition, most hits filed as inhibitors. 410,000 compounds, 0.12% hits. TbPYK enzyme, Kinase-Glo Plus ATP luminescence, 45 min. AID 624173, 2012; further: potency means the concentration at half of the fitted maximal effect; nearly all actives have a fitted effect of over 50% in size
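In this concentration-response screen, enzyme-free wells defined baseline while DMSO plates tracked drift. Each reaction combined TbPYK, substrate, compound and 130 uM ADP for 45 min at room temperature. Kinase-Glo Plus luminescence gave the signal.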
AmpC no deterg: qHTS Inhibitors of AmpC Beta-Lactamase (assay without detergent). P00811. AmpC nitrocefin hydrolysis, absorbance 480 nm, 0.0001% Triton. Potency, µM (series often up to 57.1 µM), for inactives: top-dose activity change, negative = inhibition, hits mostly inhibitors. 330,000 compounds, 0.52% hits. AID 485341, 2010;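 further: potency means the concentration at half of the fitted maximal effect; plate controls were no compound for no effect and no enzyme for full effect; nearly all actives have a fitted effect of over 20% in size; some results filed as inactive show a strong effect at the top dose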
Target sequence (P00811 whole entry, looked up): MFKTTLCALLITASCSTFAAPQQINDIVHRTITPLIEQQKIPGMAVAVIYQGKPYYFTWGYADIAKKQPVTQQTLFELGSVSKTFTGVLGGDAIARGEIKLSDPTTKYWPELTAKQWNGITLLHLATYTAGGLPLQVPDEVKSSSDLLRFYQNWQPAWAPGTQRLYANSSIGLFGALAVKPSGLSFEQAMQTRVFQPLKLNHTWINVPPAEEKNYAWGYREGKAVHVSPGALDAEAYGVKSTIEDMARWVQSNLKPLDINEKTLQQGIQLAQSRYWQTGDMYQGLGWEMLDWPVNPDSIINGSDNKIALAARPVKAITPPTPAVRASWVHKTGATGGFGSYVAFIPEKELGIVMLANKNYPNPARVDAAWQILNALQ
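AmpC (5.3 nM in the dispensed reagent) in 20 mM phosphate pH 7.0 with 0.01% (detergent screen) or 0.0001% Triton X-100 was preincubated with compounds for 15 min at room temperature. Nitrocefin was then added from an 800 uM solution, and hydrolysis was followed at 480 nm.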
LmPK inhibitor: qHTS Assay for Inhibitors of Leishmania Mexicana Pyruvate Kinase (LmPK); Q27686; purified LmPK, Kinase-Glo ATP luminescence, 1 h; Potency, µM (series often up to 57.5 µM), without a hit: at the top dose activity change, negative = inhibition, most hits filed as inhibitors; 290,000 compounds, 0.37% hits; AID 1721, 2009; further: potency means the concentration at half of the fitted maximal effect
Target sequence (Q27686 whole entry, looked up): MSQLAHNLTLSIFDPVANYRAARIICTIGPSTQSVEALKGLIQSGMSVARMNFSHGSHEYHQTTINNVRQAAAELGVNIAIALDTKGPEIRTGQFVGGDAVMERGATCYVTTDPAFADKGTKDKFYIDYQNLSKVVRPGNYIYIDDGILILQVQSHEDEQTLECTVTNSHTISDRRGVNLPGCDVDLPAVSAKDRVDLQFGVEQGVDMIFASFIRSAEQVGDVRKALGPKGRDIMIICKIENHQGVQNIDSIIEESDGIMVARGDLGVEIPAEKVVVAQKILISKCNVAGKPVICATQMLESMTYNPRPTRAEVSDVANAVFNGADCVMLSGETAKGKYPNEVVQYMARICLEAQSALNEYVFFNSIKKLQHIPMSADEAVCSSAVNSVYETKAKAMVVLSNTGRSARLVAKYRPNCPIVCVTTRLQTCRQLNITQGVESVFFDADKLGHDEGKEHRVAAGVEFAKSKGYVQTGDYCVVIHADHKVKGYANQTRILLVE
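In 50 mM imidazole pH 7.2 with 7 mM MgCl2, LmPK (0.1 nM) turned over PEP (0.5 mM) and ADP (0.1 mM) for 1 h at room temperature. Luciferase read-out of ATP.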
AmpC detergent: qHTS Inhibitors of AmpC Beta-Lactamase (assay with detergent) | AID 485294, 2010 | P00811 | AmpC hydrolysis of nitrocefin, absorbance 480 nm, 0.01% Triton | 370,000 compounds, 0.041% hits | Potency, µM (titrated, usually from 114 µM), for inactives: at the top dose activity change, negative = inhibition, hits mostly inhibitors;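 further: potency means the concentration at half of the fitted maximal effect; 0% = no-compound wells and -100% = no-enzyme wells; nearly all actives have a fitted effect of over 25% in size; some results filed as inactive show a strong effect at the top dose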
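20 mM phosphate pH 7.0 + 0.01% (detergent screen) or 0.0001% Triton X-100; 5.3 nM AmpC reagent; cpd preinc 15 min RT; nitrocefin (800 uM stock) to start; A480 q20 s × 4 min; Activity was normalised to no-enzyme and no-compound control wells.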
HCV inh: qHTS Assay for Inhibitors of Hepatitis C Virus (HCV) | Huh7.5.1 HCVcc-Cre infection, luciferase reporter, 44 h | Potency, µM (series often up to 41.8 µM), inactives show top-dose activity change, negative = inhibition, actives largely listed as inhibitors | 340,000 compounds, 3.4% hits; further: potency means the concentration at half of the fitted maximal effect
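A cell-based infection assay in which seeded cells (1,000 per well) receive test compound after 4 h, are inoculated with HCVcc-Cre at approximately 0.5 moi, and are incubated 44 h before luminescence detection.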
Active calls of the source: *; ? = inconclusive; . = not tested or not shown; [ ] = another dose, or the depositor's remark. Unless noted, the call rests on the fitted dose curve; in most records, active means well fitted curve in the direction sought with a large enough effect; inconclusive means small, poorly fitted or top-dose-only effect, or another doubt; inactive means no such curve, though single readings can be large; an effect the other way counts as inactive or inconclusive. Unless noted, on the % scale 0 is the no-effect control and ±100 the full control effect.

SMILES | AMA1 RON2 block | HCMV antiviral | Tb PYK inh | AmpC no deterg | LmPK inhibitor | AmpC detergent | HCV inh
C#CCN(C[C@@H]1[C@@H](OC(=O)NCc2ccc(OC)c(OC)c2)[C@@H](OC(=O)NCc2ccc(OC)c(OC)c2)Cn2c(=O)ccc(=O)n21)S(=O)(=O)c1ccc(C)cc1 | -11.1% | -107.3* | 5.1% | . | . | . | .
CCCCN(C(=O)c1cc(CN2C(=O)c3ccccc3C2=O)ccc1OC)c1c(N)n(CC(C)C)c(=O)[nH]c1=O | 4.5% | -18.7 | 6.2% | . | . | . | 7.0%
COc1ccc(CN(C)CC2CCCN(CCc3ccc(F)cc3)C2)cc1OC (stereo not drawn) | 1.0% | 0.5 | -20.2% | 4.7% | -3.0% | -1.3% | ?
Cc1nc2ccc3[nH]snc3c2n1 | ? | -32.7 | -4.8% | -17.2% | 9.7% | 9.2% | -15.0%
Cc1[nH]c2ccccc2c1CCNC(=O)CCC(=O)c1ccccc1 | 8.6% | -9.4 | -3.5% | 0.0% | 0.0% | 3.0% | 20.4%
Cc1ccc(Cl)cc1N1CCN(C(=O)C2CCCN(S(=O)(=O)c3ccc(Br)s3)C2)CC1 (stereo not drawn) | . | 1.7 | -10.3% | . | . | 16.2% | .
O=C(OCC1CCCN2CCCCC12)c1ccc2c(c1)OCO2 (stereo not drawn) | -1.5% | -26.1 | -5.4% | -24.1% | -7.2% | -10.4% | 6.9%
O=C(CCn1nc(-c2ccccc2)ccc1=O)NCCCN1CCCCCC1 | 1.2% | -37.3 | 0.0% | 119.9%[activator] | 3.4% | -6.8% | -20.3%
Cc1csc2nc(CCNS(=O)(=O)c3ccccc3)cn12 | . | 30.5 | -5.3% | . | . | 4.1% | .
Cc1cccc(C(=O)NC(C(=O)Nc2nc(-c3ccccn3)cs2)C(C)C)c1 (stereo not drawn) | 82.2%[activator] | ? | 7.8% | ? | 0.2% | -1.9% | ?
CC(=O)c1ccc(NC(=S)N2CCCCCC2)cc1 | 27.3% | 37.7 | 3.6% | -8.8%[2.29 µM] | -0.4% | -1.4% | 13.7%
C#CCNC(=O)C1=C[C@@H](C2CCCCC2)C[C@@H](OCc2ccc(CO)cc2)O1 | -1.2% | 7.2 | 4.2% | 39.1% | 0.5% | 5.2% | ?
COc1ccc(S(=O)(=O)Nc2ccc3c(c2)C(=O)N([C@H](C)CO)C[C@@H](C)[C@@H](CN(C)S(=O)(=O)c2ccc(Cl)cc2)O3)cc1 | -3.8% | 93.1 | 1.9% | 186.9%[activator] | . | . | ?
CC(C)CNC(=O)CC1Nc2ccccc2NC1=O (stereo not drawn) | 18.2% | . | -0.2% | -15.8% | 3.4% | -1.6% | 10.3%
COc1ccccc1NC(=O)c1csc(-n2nc(C)cc2C(F)(F)F)n1 | 13.6% | -8.9 | . | -10.6% | 1.3% | -3.2% | 3.4%
CCC(C(=O)O)n1nc(-c2ccccc2)c2cc(Cl)ccc21 (stereo not drawn) | -4.7% | 7.8 | -4.1% | -36.6% | -3.6% | ? | 11.2%
Cc1sc2ncn(CC(=O)N3CCN(c4ccccc4)CC3)c(=O)c2c1S(=O)(=O)N1CCOCC1 | -6.4% | 0.0 | 3.6% | 43.0% | 1.9% | -11.8% | 8.9%
O=S(Cc1cc(Sc2ccccc2)nc(-c2ccccc2)n1)c1ccccc1 (stereo not drawn) | 3.6% | ? | -4.7% | -16.5% | 0.4% | 5.3% | 4.0%
CCOc1ccccc1NC(=O)c1cnn2c(C(F)F)cc(-c3ccccc3)nc12 | . | ? | 8.5% | . | . | 16.9% | .
Cc1ccc(C)c(CN2C(=O)CSc3ccc(C(=O)N4CCCC4)cc32)c1 | 3.0% | -4.7 | -7.2% | 108.8%[activator] | 12.6% | -9.8% | -12.7%
CCn1c(SCc2nc(-c3ccc(OC)c(OC)c3)no2)nnc1-c1cccs1 | 4.6% | -37.7 | 4.1% | 58.2% | 0.1% | ? | ?
CC1SC(c2ccc(F)cc2)NC1=O (stereo not drawn) | 10.5% | -1.1 | 7.0% | -18.0% | 5.0% | -1.3% | 1.9%
CCC1CCC2(CC1)NC(=O)N(CC(=O)Nc1cccc(S(=O)(=O)N(C)c3ccccc3)c1)C2=O (stereo not drawn) | 0.0% | -13.2 | 0.0% | -13.7% | . | -11.0% | 8.91µM*
Cc1nnsc1C(=O)Nc1cccc(Cl)c1Cl | 8.2% | -22.3 | -13.8% | -13.3% | -1.2% | ? | 3.1%
COc1ccccc1NC(=O)C(=O)N/N=C/c1ccc([N+](=O)[O-])s1 | 14.0% | -26.7 | 4.7% | -15.5% | -3.0% | 6.3% | -16.3%
Other results
SMILES | AMA1 RON2 block | HCMV antiviral | Tb PYK inh | AmpC no deterg | LmPK inhibitor | AmpC detergent | HCV inh
COc1ccccc1CN1C(=O)CCC1(C)C(=O)NCc1cccnc1 (stereo not drawn) | 1.9% | 11.7 | -6.6% | -10.6% | 7.4% | -0.2% | 16.5%
CN1CCN(C(=O)c2c(O)c3cccc4c3n(c2=O)CC4)CC1 | 100.7%[activator] | -5.5 | 7.0% | -18.4% | -2.7% | -13.2% | -2.5%
Cc1ccccc1N(CC(=O)NC1CCCC1)C(=O)CS(=O)CC(=O)Nc1ccc2c(c1)OCO2 (stereo not drawn) | 19.9% | 21.4 | 5.9% | 32.9% | 0.9% | -15.2% | .
CC(=O)Nc1cc(-c2ccc(CO)cc2)cn2c(-c3ccc(F)c(Cl)c3)cnc12 | 35.7%[activator] | -36.7 | 9.0% | . | . | . | .
CCCn1c(SCC(=O)N2CCN(c3ccc(OC)cc3)CC2)nc2c1c(=O)n(C)c(=O)n2C | -7.0% | -8.3 | 2.8% | 26.9% | -1.5% | -3.1% | ?
O=C(CCN1CCN(C(c2ccccc2)c2ccccc2)CC1)N/N=C/c1ccc(O)cc1O | 29.2% | 35.4 | -6.9% | -33.3% | 0.1% | ? | 7.94µM*
Cc1nc2ccc(N3CCN(C)CC3)cc2nc1C | 3.9% | 76.8 | -0.2% | -17.8% | -5.6% | ? | -1.2%
CC(=O)c1ccc(OC(=O)C2c3ccccc3Oc3ccccc32)cc1 | 6.1% | 0.6 | 5.1% | 43.8%[activator] | -0.5% | -9.5% | 15.2%
CC(C)NC(=O)N(C)C[C@@H]1OCc2cnnn2CCCC(=O)N([C@@H](C)CO)C[C@H]1C | -0.5% | 4.5 | 3.1% | . | . | . | .
CC(C)C[C@@H]1CC2=C(C(=O)OC(C)(C)O2)[C@H](CCc2ccccc2)O1 | 2.9% | -13.7 | -2.2% | . | . | . | .
CCCC(c1nnnn1Cc1ccc(OC)cc1)N1CCN(c2ccccc2OC)CC1 (stereo not drawn) | -14.9% | -4.5 | 1.2% | 90.4%[activator] | -6.7% | -2.8% | ?
CCN(CC)c1ccc(NC(=O)CN2CCN(c3ccccn3)CC2)cc1 | -3.0% | 28.5 | -1.2% | 39.8% | 0.2% | -6.1% | 7.0%
O=C(O)CCNC(=O)c1ccc(Br)o1 | 13.3% | 6.9 | 3.9% | -4.8% | -1.7% | ? | 11.3%
CC1CCN(c2ccc(-c3cccc(NS(=O)(=O)c4cccs4)c3)nn2)CC1 | . | 81.4 | -4.9% | . | . | -1.8% | .
COc1ccc(CC(=O)N2CCCC(CNC(=O)c3ccccc3Cl)C2)cc1 (stereo not drawn) | -8.8% | -21.6 | -1.6% | 1.9% | 11.6% | 4.2% | 7.0%
COc1cc(/C=N/n2c(C)nc3ccccc3c2=O)ccc1O | -7.2% | 35.0 | 4.4% | -0.8% | 4.8% | -2.9% | -2.6%
CCN(Cc1ccncc1)C(=O)CCc1nnc(CCc2ccc(OC)cc2)o1 | 17.9% | -26.9 | 2.2% | 14.9% | -4.9% | -1.3% | -14.3%
O=C(CNC(=O)c1ccco1)NCC(=O)OCc1ccc(F)cc1 | -11.9% | ? | 5.7% | -6.2% | -0.1% | -5.3% | 7.9%
CCN(CC(=O)NCc1ccccn1)S(=O)(=O)c1cc(Cl)ccc1Cl | -1.8% | -18.9 | 3.2% | -16.0% | . | -12.5% | -0.6%
Cc1nn(C)c(Cl)c1C(N)=O | 3.2% | 4.8 | -2.1% | -7.2% | 4.0% | -9.5% | 23.9%
COc1ccc2[nH]c(=O)c(CN(C)C(=O)c3ccncc3)cc2c1 | -3.9% | 20.8 | 1.5% | -26.3% | -3.3% | ? | 12.9%
COc1cccc(NC(=O)COC(=O)CCCC2=NS(=O)(=O)c3ccccc3N2)c1 | 4.7% | -14.2 | -1.2% | -59.3% | 0.3% | -5.0% | 20.1%
COc1ccc(NC(=O)COC(=O)CCSc2ccccc2)cc1 | 3.8% | -0.1 | 4.1% | -3.3% | . | . | 10.7%
Fc1ccccc1CCNCc1cccc(Cl)c1Cl | 0.5% | 7.6 | -4.8% | -1.8% | 4.4% | -8.6% | 1.3%
CCn1cc([N+](=O)[O-])c(C(=O)N2CCCCCC2)n1 | 0.0% | -26.5 | 13.5% | -8.8% | -2.7% | -8.5% | -2.0%
Cc1ccccc1Nc1nnc(SCC(=O)NC(=O)Nc2ccc3c(c2)OCCO3)s1 | . | . | . | -31.3% | -0.2% | 3.0% | 0.8%

Whole records, looked up by structure. Order of values: AMA1 RON2 block	HCMV antiviral	Tb PYK inh	AmpC no deterg	LmPK inhibitor	AmpC detergent	HCV inh
COc1ccc(NC(=O)COC(=O)CCSc2ccccc2)cc1 as listed: 3.8%	-0.1	4.1%	-3.3%	.	.	10.7%
Fc1ccccc1CCNCc1cccc(Cl)c1Cl as listed: 0.5%	7.6	-4.8%	-1.8%	4.4%	-8.6%	1.3%
CC(=O)c1ccc(OC(=O)C2c3ccccc3Oc3ccccc32)cc1 as listed: 6.1%	0.6	5.1%	43.8%[activator]	-0.5%	-9.5%	15.2%

Taken from above:
Cc1nc2ccc(N3CCN(C)CC3)cc2nc1C in HCV inh is entered as -1.2%
COc1cc(/C=N/n2c(C)nc3ccccc3c2=O)ccc1O in HCMV antiviral is entered as 35.0
CC1CCN(c2ccc(-c3cccc(NS(=O)(=O)c4cccs4)c3)nn2)CC1 in AmpC detergent is entered as -1.8%
COc1ccc2[nH]c(=O)c(CN(C)C(=O)c3ccncc3)cc2c1 in LmPK inhibitor is entered as -3.3%

Screens deposited in PubChem by National Center for Advancing Translational Sciences (NCATS).
